From PubChem
LDHA inh – blocks human lactate dehydrogenase A; purified LDHA, NADH/diaphorase-resazurin fluorescence; active compounds read low; activity change, % (values are at about 110 or 230 µM); 480,000 tested, 0.15% active; in the data active = activity change below about -30%; inconclusive = mostly about -25% to -30%;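 also: plate controls were DMSO wells for no effect and wells without enzyme for full effect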
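Resorufin fluorescence (ex540/em590), read at 0 and 20 min after diaphorase/resazurin addition, reports the NADH left after a 5 min room-temperature reaction of 2 nM human LDH5 with 0.06 mM NADH and 0.2 mM pyruvate.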
RGS4 inh – blocks human RGS4-accelerated GTP hydrolysis; P49798; AID 504845; Potency, µM (doses to about 114 µM), for the others: at the highest dose activity change, negative = inhibition, usual class: inhibitors; 390,000 tested, 0.039% active; Transcreener GDP fluorescence polarization, RGS4-accelerated GTP hydrolysis; also: potency is read from the fitted curve at half-maximal effect; % is scaled to controls: 0 for no effect and ±100 for the full control effect; nearly all actives have a fitted effect of over 75% in size; some results filed as inactive show a strong effect at the top dose
Target sequence (P49798 whole entry, looked up): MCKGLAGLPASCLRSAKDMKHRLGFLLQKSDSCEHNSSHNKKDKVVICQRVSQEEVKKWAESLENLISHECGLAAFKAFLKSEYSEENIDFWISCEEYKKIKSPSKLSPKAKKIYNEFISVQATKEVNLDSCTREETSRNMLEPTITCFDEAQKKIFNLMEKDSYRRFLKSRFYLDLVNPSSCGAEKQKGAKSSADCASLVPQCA
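MLSMR compounds (23 nl, pin-transferred) preincubated 10 min at room temperature with a 500nM (2x) first reagent, then RGS4 at 900nM (2x) plus Transcreener GDP mix added; fluorescence polarization (620/688 nm) read before and after 90 min at 30 °C.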
TrxR1 substrate – rat thioredoxin reductase 1 substrate activity | 390,000 tested, 0.01% active | AID 588456 | Potency, µM (titrated, usually from 114 µM), without a hit: at the top dose activity change, negative = substrate turnover | purified TrxR1 substrate turnover, NADPH consumption readout | O89049; also: potency is read from the fitted curve at half-maximal effect; % is scaled to controls: 0 for no effect and ±100 for the full control effect; nearly all actives have a fitted effect of over 50% in size
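Rat TrxR1, dispensed at 90 nM, was prereduced with 400 uM NADPH (final) for 5 min at ~22 deg C, then incubated with compound 15 min before 400 uM selenite. A first-read NADPH fluorescence drop versus no-compound background flagged substrates.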
rTrxR1 inhibitor – inhibitors of rat thioredoxin reductase 1. recombinant rTrxR1, NADPH fluorescence consumption, selenite substrate. AID 588453. O89049. Potency, µM (top dose mostly 114 µM), inactives show top-dose activity change, negative = inhibition, usual class: inhibitors. 390,000 tested, 1% active; also: potency is read from the fitted curve at half-maximal effect; % is scaled to controls: 0 for no effect and ±100 for the full control effect; nearly all actives have a fitted effect of over 65% in size
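Rat TrxR1 (90 nM in the dispensed reagent) was pre-reduced with 400 uM NADPH for 5 min at room temperature, then incubated with compound for 15 min. After 400 uM selenite was added, NADPH fluorescence (Ex 340/Em 450 nm) was followed for 8 min.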
Vif-A3G inh – inhibitors of Vif-APOBEC3G interaction; HeLa A3G-eYFP + Vif (tagged APOBEC3G with the HIV-1 protein that degrades it), YFP fluorescence, overnight; AID 602310; Potency, µM (titrated, usually from 46.1 µM), inactives show at the top dose activity, negative = active, most hits filed as inhibitors; Q9HC16; 410,000 tested, 0.076% active;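 also: potency is read from the fitted curve at half-maximal effect; % is scaled to controls: 0 for no effect and ±100 for the full control effect; nearly all actives have a fitted effect of over 60% in size; hits raise eYFP signal because A3G escapes Vif-driven loss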
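Read-out is eYFP fluorescence (Ex 488/Em 500-530) from Vif-expressing HeLa A3G-eYFP cells; more signal means A3G escaped Vif-mediated degradation. Cells plated overnight, compound pinned in, incubated overnight at 37 deg C.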
mIDH1 inhibitor – human IDH1 R132H inhibition | O75874 | IDH1-R132H enzyme, NADPH consumption, diaphorase/resazurin fluorescence | Potency, µM (highest dose often 76.6 µM), without a hit: at the top dose activity change, negative = inhibition, actives largely listed as inhibitors | 390,000 tested, 0.093% active | AID 602179; also: potency is read from the fitted curve at half-maximal effect; % is scaled to controls: 0 for no effect and ±100 for the full control effect; nearly all actives have a fitted effect of over 65% in size
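IDH1-R132H (0.5 ug/mL dispensed) in pH 7.5 Tris buffer was preincubated 30 min with compound, then given a substrate mix of 0.016 mM NADPH and 2 mM alpha-KG for 80 min at room temperature; remaining NADPH was read by diaphorase/resazurin fluorescence.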
USP1-UAF1 inh – inhibitors of human USP1/UAF1 deubiquitinase | AID 743255 | 390,000 tested, 0.23% active | recombinant USP1/UAF1, Ub-Rhodamine cleavage fluorescence | Potency, µM (top dose mostly 57.1 µM), for the others: at the highest dose activity change, negative = inhibition, usual class: inhibitors | O94782; also: potency is read from the fitted curve at half-maximal effect; % is scaled to controls: 0 for no effect and ±100 for the full control effect; nearly all actives have a fitted effect of over 60% in size; inactives centre near -12
Target sequence (O94782 whole entry, looked up): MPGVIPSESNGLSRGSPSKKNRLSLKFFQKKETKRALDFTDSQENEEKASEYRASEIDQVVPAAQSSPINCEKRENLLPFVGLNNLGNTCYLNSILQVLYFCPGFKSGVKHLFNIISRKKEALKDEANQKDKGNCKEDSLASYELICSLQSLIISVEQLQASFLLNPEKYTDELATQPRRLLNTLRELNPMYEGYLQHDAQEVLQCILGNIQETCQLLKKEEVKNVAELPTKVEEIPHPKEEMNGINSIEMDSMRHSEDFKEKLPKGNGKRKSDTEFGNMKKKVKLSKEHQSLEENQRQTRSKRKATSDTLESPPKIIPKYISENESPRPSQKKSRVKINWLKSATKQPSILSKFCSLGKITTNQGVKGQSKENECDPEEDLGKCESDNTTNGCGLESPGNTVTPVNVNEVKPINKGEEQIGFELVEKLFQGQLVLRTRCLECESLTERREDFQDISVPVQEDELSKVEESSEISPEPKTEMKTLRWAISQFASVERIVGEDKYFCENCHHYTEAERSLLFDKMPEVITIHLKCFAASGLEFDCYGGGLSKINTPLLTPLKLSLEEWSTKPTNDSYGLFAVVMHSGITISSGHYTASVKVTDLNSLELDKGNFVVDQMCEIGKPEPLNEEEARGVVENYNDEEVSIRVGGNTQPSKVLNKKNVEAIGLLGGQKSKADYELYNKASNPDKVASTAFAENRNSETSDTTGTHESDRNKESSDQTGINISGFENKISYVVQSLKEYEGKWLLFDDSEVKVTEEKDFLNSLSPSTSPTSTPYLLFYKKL
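In this screen, compounds sit with the deubiquitinase complex (1nM) for 15 min at room temperature before Ub-Rho is added at 150nM final. Fluorescence rise is then followed for 6 reads every 60 seconds.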
Vif-APOBEC3F blk – inhibitors of Vif-A3F interaction; HeLa A3F-eYFP + Vif (tagged APOBEC3F with the HIV-1 protein that degrades it), YFP fluorescence increase; 390,000 tested, 0.2% active; Potency, µM (doses to about 46.1 µM), for the others: at the highest dose activity, negative = active; also: potency is read from the fitted curve at half-maximal effect; % of control where 0% means no effect; nearly all actives have a fitted effect of over 65% in size
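HeLa cells stably expressing A3F-eYFP plus Vif, plated and incubated overnight at 37 deg C, then exposed to compounds overnight at 37 deg C. Blocked degradation read as raised yellow fluorescence (Ex 488/Em 500-530).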
GRP78 ERSR act – induces the endoplasmic reticulum stress response in human glioma cells; AID 602332; 420,000 tested, 0.02% active; U87-MG GRP78 promoter luciferase reporter, 16 h; Potency, µM, inactives show at the top dose activation, actives largely listed as activators; also: potency is read from the fitted curve at half-maximal effect; series mostly up to about 76 µM; % of control where 0% means no effect; nearly all actives have a fitted effect of over 35% in size
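Stably transfected U87-MG glioma cells carrying a GRP78-based luciferase sensor; 16 h compound incubation. Luminescence end-point read 10 min after Bright-Glo addition at room temperature.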
* marks the source's active call; other numbers are inactive results; ? = inconclusive; . = no result given; & = joins results of further samples; [ ] = dose if it differs, or a comment. Unless noted, calls follow the shape of the dose curve; as a rule, active = well fitted curve in the direction sought with a large enough effect; inconclusive = small, poorly fitted or top-dose-only effect, or another doubt; inactive = no such curve, though single readings can be large; an effect the other way counts as inactive or inconclusive. This is a subset; count on the stated rates, not on these rows.

SMILES	LDHA inh	RGS4 inh	TrxR1 substrate	rTrxR1 inhibitor	Vif-A3G inh	mIDH1 inhibitor	USP1-UAF1 inh	Vif-APOBEC3F blk	GRP78 ERSR act
CC(C)(Oc1ccc(C2CC2(Cl)Cl)cc1)C(=O)O (stereo not drawn)	-2	0%[56.9 µM]	5%[57.1 µM]	25%[57.1 µM]	2%	9%	-10%	2%	-2%&-2%&-4%
COc1ccccc1NC(=S)NNC(=O)c1nn(C)cc1Cl	-9	17%	-8%	-17%	1%	-4%	-6%	-10%	-2%
CCOC(=O)c1ccc2c(c1)n(CCCS(=O)(=O)[O-])c(/C=C/c1ccc(Cl)cc1)[n+]2CC	-3	-3%	-10%	-12%	3%	12%	-20%	6%	-1%
Cc1cccc(C(=O)NNC(=O)c2ccc3ccccc3c2)c1	-38*	-13%	-1%	3%	2%	-3%	-20%	8%	-3%
Nn1cnnc1N/N=C/c1ccccc1C(F)(F)F	10	-31%	-8%	6%	1%	2%	-13%	12%	0%
Cc1nc(Cl)sc1C(=O)Nc1ccc(F)cc1	-5	-12%[56.9 µM]	1%	17%	-10%	-7%	-12%	-17%	-1%
CC(=O)c1cccc(NC(=O)COC(=O)c2n[nH]c3ccccc23)c1	-3	0%	10%[57.1 µM]	13%[57.1 µM]	1%	6%	-12%	12%	4%
C[C@H]1CN([C@@H](C)CO)C(=O)CCCn2nncc2CO[C@H]1CN(C)S(=O)(=O)c1ccc2c(c1)OCCCO2	-5	.	.	.	2%	1%	?	-2%	-1%
CCOc1ccc(OCC(=O)N2CCC3(CC2)CC(=O)c2ccccc2O3)cc1	-1	-23%	4%	-11%	2%	2%	-18%	8%	-2%
CCOC(=O)c1[nH]c(=O)[nH]c1CSc1ccccn1	-3	-11%	8%	?	-6%	6%	-13%	-11%	-3%
Cc1ccc(Nc2nnc(C3C(=O)N(C)C4(C)CC3c3cc(Br)ccc3O4)s2)cc1 (stereo not drawn)	-7	-45%	-1%	6%	-12%	5%	-18%	-1%	4%
CCN(CC(=O)NCc1ccncc1)S(=O)(=O)c1ccc(OC)cc1	0	9%	4%	6%	9%	-2%	-15%	7%	-6%
CC(Sc1nnc(CNC(=O)c2ccco2)n1C)C(=O)Nc1nccs1 (stereo not drawn)	-8	20%	9%[57.1 µM]	16%[57.1 µM]	-5%	23%	-9%	-24%	0%
O=C(CCCn1c(=O)[nH]c2ccsc2c1=O)N1CCN(c2ccc(Cl)cc2)CC1	-5	6%	0%	13%	4%	-2%	-24%	1%	-2%
O=C(COC(=O)/C=C/c1ccc(S(=O)(=O)N2CCOCC2)cc1)NCc1ccc2c(c1)OCO2	-7	18%	16%	38%	-6%	7%	2%	-9%	-1%
C#CCOc1c(Br)cc(/C=C2/C(=O)ON=C2C)cc1OC	-11	-30%	-8%	?	3%	0%	-22%	-5%	-2%
Cc1cc(NC(=O)c2ccccc2F)ccc1-c1nc2ccccc2s1	-18	43%	32%[activator][57.1 µM]	-8%[57.1 µM]	0%	11%	-2%	-9%	1%
N/C(=N/OC(=O)c1ccccc1Cl)c1nonc1N	0	-13%	-6%	6%	-1%	-5%	-5%	9%	3%
O=C(COc1cccc(F)c1)Nc1ccc2[nH]c(=O)[nH]c2c1	0	19%	-4%	13%	-9%	4%	3%	-8%	-2%
Cc1cccc(C)c1NC(=O)N1CCC(C(=O)c2ccc(F)cc2)CC1	-8	11%	6%	42%[activator]	-2%	7%	-22%	0%	0%
O=C(c1cccc([N+](=O)[O-])c1)c1ccc2c(c1)OCCOCCOCCOCCO2	-3	10%	2%[57.1 µM]	-13%[57.1 µM]	-2%	0%	-1%	-3%	0%
Cc1ncc(CN2CCCC(C(=O)Nc3ccc(-c4cscn4)cc3)C2)cn1 (stereo not drawn)	1	4%	7%[57.1 µM]	12%	1%	3%	2%	9%	-8%
Cc1ccc(/C=N/NC(=O)c2cccnc2)o1	4	-16%	-9%	-16%	3%	0%	-13%	3%	-1%
CC(C)c1ccccc1NC(=S)N1CCN(S(=O)(=O)c2cccs2)CC1	-5	-53%	-4%	-13%	-4%	10%	-11%	14%	-5%
Cc1ccc(NC(=O)CN(C)CC(=O)N(CC(C)C)c2c(N)n(CC(C)C)c(=O)[nH]c2=O)c(C)c1	-2	5%	4%	13%	-3%	-8%	-18%	2%	-5%
Cc1cccc(OCCSc2nc3ccc(NC(=O)COc4ccccc4C)cc3s2)c1	-2	-6%	-2%	-16%	1%	7%	-15%	-1%	-2%
CCOC(=O)CSc1nc2ccccc2n1CC(=O)N(C(C)C)C(C)C	-9	45%	4%	14%	2%	-6%	-5%	1%	-3%
COc1ccc(C(C(=O)NC2CCCCC2)N(C(=O)c2sc(C)nc2C)c2ccc(C(C)=O)cc2)cc1 (stereo not drawn)	-7	-36%	-10%	-3%	-1%	-11%	-16%	1%	-5%
Cc1ccccc1SCC(=O)NC1CCOC1=O (stereo not drawn)	-2	-16%	-13%	-6%	-1%	0%	-4%	1%	-5%
CCOCCCNC(=O)c1c(N)n(-c2ccc(S(N)(=O)=O)cc2)c2nc3ccccc3nc12	-3	-2%	31%[activator]	7%	1%	7%	-19%	-8%	-5%
COc1ccc(NC(=S)Nc2ccccn2)c(OC)c1	0	-15%	-8%	-18%	1%	3%	-1%	-1%	9%
O=C(CCCCn1c(=O)[nH]c2ccccc2c1=O)NC1CCN(Cc2ccccc2)CC1	-6	7%	7%	21%	3%	-9%	?	5%	-3%
O=S1(=O)NC(=NCCc2ccccn2)c2ccccc21	-1&0	21%	2%[57.1 µM]	10%[57.1 µM]	-3%	10%	1%	-1%	-2%
CCOC(=O)Cn1cnc2c(cnn2-c2ccc(OC)cc2)c1=O	-2	7%	1%	8%	-5%	3%	-21%	5%	2%
COc1ccc(C(=O)Nc2ncc(C)s2)cc1S(=O)(=O)N1CCOCC1	-1	7%	-2%	-5%	-5%	0%	-17%	4%	1%
COc1ccc(CNc2nc3nc(-c4ccccc4)cc(=O)n3[nH]2)cc1OC	-9	?	11%[57.1 µM]	4%[57.1 µM]	2%	6%	-15%	1%	-6%
Cc1nc(N2CCOCC2)c2c3c(sc2n1)CCC3	3	-5%	-6%[57.1 µM]	1%[57.1 µM]	-4%	7%	-7%	3%	-4%
Cn1c(=O)oc2cc(S(=O)(=O)NCCC(=O)NCc3ccccc3Cl)ccc21	-4	-2%[11.4 µM]	-7%	9%	0%	1%	-14%	-12%	0%
Cc1cc(C)nc(N2CCC(C(=O)N3CCN(c4cc(Cl)ccc4C)CC3)CC2)n1	4	8%	8%	12%	3%	3%	-17%	-8%	-4%
Cc1ccc(NCC(=O)Nc2ccc(Br)cc2)cc1F	-4	5%	3%	13%	0%	-5%	-18%	-5%	0%
C=CCN(CC=C)C(=O)CN1C(=O)NC(Cc2c[nH]c3ccccc23)C1=O (stereo not drawn)	0	-8%	-1%[57.1 µM]	-4%[57.1 µM]	2%	2%	-17%	-5%	-3%
O=S(=O)(c1ccc(Br)s1)N1CCN(c2ncccn2)CC1	3	-14%	5%	15%	-4%	9%	?	0%	3%
CCOC(=O)c1c(C)nc2c(c1-c1ccccc1)C(=O)CC(C)(C)C2	-7	13%	-6%	-10%	2%	1%	-5%	4%	-1%
CCOc1ccc(OCc2ccc(C(=O)NC(C)C)o2)cc1	-3	-5%	-1%	18%	0%	4%	3%	14%	8%
O=C1C2CCCN2C(=S)N1c1ccc(Cl)cc1 (stereo not drawn)	-5	-29%	-6%	6%	3%	-4%	-11%	-19%	-3%
O=C(c1cccc(S(=O)(=O)N2CCc3ccccc32)c1)N1CCCC(C(F)(F)F)C1 (stereo not drawn)	-6	10%	-14%	-6%	-1%	2%	-7%	-12%	-3%
COc1nccc(NCc2ccccc2)c1C#N	-3	35%	-6%	7%	-1%	5%	1%	3%	-4%
CCCNC(=O)c1c(C)cc(=O)oc1C	-4	18%	-7%	8%	-1%	3%	-8%	-6%	-7%
Cc1oc(-c2ccc(Cl)cc2)cc1C(=O)/C(C#N)=C/Nc1ccccc1	-6	-14%	11%	11%	-6%	24%	-25%	-2%	-1%
CC(C)C[C@@H](CN1C(=O)C(=O)NC[C@@H]1CC(C)C)NC(=O)Cc1ccccc1	0	10%	5%[57.1 µM]	3%[57.1 µM]	4%	0%	-15%	-7%	-1%
Fc1ccc(Nc2nc(Oc3ccccc3F)nc(N3CCCC3)n2)cc1	1	-31%	-4%	12%	1%	3%	-10%	3%	-5%
O=[N+]([O-])c1ccc(N2CCN(Cc3ccc4c(c3)OCO4)CC2)nc1	-1	-37%	-10%	0%	2%	0%	-17%	-25%	-2%
COc1ccc(C(=O)Nc2ccc(OCC(=O)N3CCOCC3)cc2)c(OC)c1OC	-6	-12%	5%[57.1 µM]	16%	1%	-5%	-9%	4%	3%
O=C(Nc1ncn[nH]1)C(F)(F)C(F)F	-9	24%	11%	18%	-5%	2%	-21%	.	-6%
